Rac1 GTP hydrolysis: MgcRacGAP GTPase-activating activity inhibitors, confirmation, biochemical, ADP Hunter fluorescence; MgcRacGAP-stimulated Rac1 GTP hydrolysis, ADP Hunter fluorescence; higher % means a stronger effect; GST-tagged Rac1 F28L mutant substrate; one-dose inhibition, % at 30 µM; IC50 in µM for titrated hits; 340,000 tested, 0.6% active;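 active means first-screen hits whose inhibition reached a set limit at any dose in the follow-up dose series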;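 further: fluorescence reports GDP produced by GAP-driven GTP hydrolysis; strong numbers were not always called active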
The depositor's hits bear a star. Some of the compounds tested, so the mix of outcomes need not match the whole.

SMILES | Rac1 GTP hydrolysis
CC(C)(C)NC(=O)C[C@H]1C[C@H](C(=O)N2CCCCC2)[C@@]2(C)c3[nH]c4ccc(Cl)cc4c3CCN2C1=O | 4%
COCCCNC(=O)C[C@H]1C[C@H](C(=O)N2CCOCC2)[C@@]2(C)c3[nH]c4ccc(Cl)cc4c3CCN2C1=O | 0%
Cc1ccc(OCC(=O)N2CC(C)CC(C)C2)c([N+](=O)[O-])n1 (centres undefined) | 2%
COc1ccc(CN(C)C(=O)CNC(=O)c2cccs2)c(OC)c1 | 1%
C[C@@H]1CN([C@@H](C)CO)C(=O)c2cc(/C=C/c3ccccc3)cnc2O[C@@H]1CN(C)S(=O)(=O)c1ccc(F)cc1 | 16%
Cc1cccc(C(=O)OCC(=O)N2CCCCCC2)c1C | 3%
CC1(C2CC2)NC(=O)N(CC(=O)Nc2cc(S(=O)(=O)N3CCCCC3)ccc2Cl)C1=O (centres undefined) | 11%
O=C(COC(=O)c1cccnc1Cl)Nc1cccc(S(=O)(=O)N2CCOCC2)c1 | 1%
COc1ccc(Cl)cc1NC(=O)CN(C)C(=O)c1cn2ccccc2n1 | 3%
COc1cc(CN2CCC(C(=O)NC(C)(C)C)CC2)ccc1OCc1ccccc1 | 29%
Nc1c(C(=O)CSc2nncn2-c2ccccc2)c(=O)[nH]c(=O)n1C1CC1 | 2%
O=C(NCc1ccccc1)c1ccc(NC(=O)C2CC2)cc1 | 7%
COC(=O)[C@@]1(Cc2ccccc2)[C@H]2C(=O)N(C)C(=O)[C@H]2[C@H]2CN=C(SCC(=O)c3ccccc3)N21 | 13%
CN(CC(=O)NCC(c1ccccc1)N1CCCC1)S(=O)(=O)c1ccc(Cl)cc1 (centres undefined) | 2%
CC1CCCCCCC1OC(=O)c1ccccc1C(=O)O (centres undefined) | -6%
O=C(COC(=O)C1CC1)NC(=O)c1ccccc1 | 0%
C[C@H](CO)N1C[C@H](C)[C@@H](CN(C)Cc2ccncc2)Oc2ncc(Br)cc2C1=O | 3%
CC(C(=O)NC1CCCC1)N1CCN(S(=O)(=O)c2ccc(C(C)(C)C)cc2)CC1 (centres undefined) | 0%
Cc1ccc(-n2cnc3c(=O)[nH]cnc32)cc1[N+](=O)[O-] | 8%
CC1Cc2nc(SCC(=O)N3CCCCC3)n(C)c(=O)c2S1 (centres undefined) | 6%
O=C(CCNS(=O)(=O)c1ccc(F)cc1)N1CCN(c2ncccn2)CC1 | -24%
CC(C)CN(C(=O)C1=NN(c2ccccc2)C(=O)CC1)c1c(N)n(Cc2ccccc2)c(=O)[nH]c1=O | 5%
CC(C(=O)NCC(=O)Nc1ccc(F)c(F)c1F)N1CCN(c2ccc(O)cc2)CC1 (centres undefined) | 42µM*
CCN(C[C@H]1N[C@@](C)(C(=O)OC)[C@H]2C(=O)N(C)C(=O)[C@@H]12)C(=O)c1ccc(F)cc1 | 5%
CCOc1ccc(CCN2C(=S)N([C@@H](CC(C)C)CN3CCCC3CN3C(=S)NC[C@@H]3Cc3ccc(O)cc3)C[C@@H]2Cc2ccccc2)cc1 (some centres undefined) | -2%

Copied from the results shown for reference:
SMILES | Rac1 GTP hydrolysis
CC(C)(C)NC(=O)C[C@H]1C[C@H](C(=O)N2CCCCC2)[C@@]2(C)c3[nH]c4ccc(Cl)cc4c3CCN2C1=O | 4%
COCCCNC(=O)C[C@H]1C[C@H](C(=O)N2CCOCC2)[C@@]2(C)c3[nH]c4ccc(Cl)cc4c3CCN2C1=O | 0%

(continued)
SMILES | Rac1 GTP hydrolysis
O=C(CSc1ncn[nH]1)Nc1ccc(Br)cc1Br | 2%
COc1ccccc1NS(=O)(=O)c1cccc(C(=O)N/N=C/c2ccc([N+](=O)[O-])o2)c1 | -1%
O=C(CNC(=O)c1cccc([N+](=O)[O-])c1)NC1CCCc2ccccc21 (centres undefined) | 3%
O=C1NC(=O)C(=CC=Cc2ccccc2)S1 | 7%
CC[C@]12C(=O)N(C)C[C@H]([C@@H]3C(=O)N(Cc4ccccc4)C(=O)[C@@H]31)N2C(=O)c1ccc(F)cc1 | 5%
O=C(Nc1ccccc1N1CCCCC1)c1ccc([N+](=O)[O-])o1 | 3%
Cc1ccc(SCC(=O)N2CCN(S(=O)(=O)c3cccs3)CC2)cc1 | 1%
O=c1cc(-c2ccccc2)oc2ccc(Cl)cc12 | 5%
CCn1c(C)nc2cc(C(=O)NN=C(C)c3ccc(C#N)cc3)ccc21 | -1%
O=C1O[C@H](CO)[C@@H](O)[C@H](O)[C@H]1O | -2%
CC(=O)c1ccccc1NC(=O)CSCc1nc2sc(C)c(C)c2c(=O)[nH]1 | 3%
CCCCCCN1C[C@H](n2cc(-c3ccc(F)cc3)nn2)[C@@H](O)C[C@@H]1c1ccccc1 | 12%
CCN(CC)S(=O)(=O)c1ccc(N2CC(C(=O)NCCC3=CCCCC3)CC2=O)cc1 (centres undefined) | 1%
NCC1C2CCC(O2)C1CO (centres undefined) | 9%
Cc1cccc(NC(=O)C(C)Sc2nc3nc(C)cc(C)n3n2)c1 (centres undefined) | 4%
O=C(Cn1sc2ccccc2c1=O)Nc1ccc(Cl)cc1 | 31%
COc1ccc(CNC(=O)COC(=O)c2cccn2C)cc1 | 8%
Cc1cccc(C2=NN(c3ccc(Br)cc3)[C@@H](C(=O)N3CCOC3=O)[C@@H]2c2ccccc2)c1 | 6%
CC(C)(C)OC(=O)N1CCCC(C(=O)Nc2cccc(C(=O)N3CCCC3)c2)C1 (centres undefined) | 10%
CCCCOc1ccc(/C=C(\C(=O)O)c2ccc(S(=O)(=O)N3CCCC3)s2)cc1 | 3%
O=C(O)C1CCCCC1C(=O)Nc1ccc(S(=O)(=O)N2CCOCC2)cc1 (centres undefined) | 150µM*
C/C(=N\O)c1ccco1 | 9%
COc1cccc(NC(=O)CN(C)C(=O)c2ccc(NC(=O)CC3SC(N4CCCC4)=NC3=O)cc2)c1 (centres undefined) | 5%
CC(C)(C)c1ccc(S(=O)(=O)N2CCN(Cc3cc4c(cc3O)OCO4)CC2)cc1 | 3%
CC(NCC(=O)Nc1ccccc1C(=O)NC1CC1)c1ccc(Cl)cc1 (centres undefined) | 31%

Structures listed so far that bear a hit mark in Rac1 GTP hydrolysis:
SMILES | Rac1 GTP hydrolysis
CC(C(=O)NCC(=O)Nc1ccc(F)c(F)c1F)N1CCN(c2ccc(O)cc2)CC1 (centres undefined) | 42µM*
O=C(O)C1CCCCC1C(=O)Nc1ccc(S(=O)(=O)N2CCOCC2)cc1 (centres undefined) | 150µM*

The list continues:
SMILES | Rac1 GTP hydrolysis
C[C@@H]1CN([C@H](C)CO)C(=O)CCCn2nncc2CO[C@@H]1CN(C)S(=O)(=O)c1ccc2c(c1)OCCCO2 | 9%
O=C(COC(=O)c1cccc(Br)c1)Nc1cccc(S(=O)(=O)N2CCCCC2)c1 | 3%
COc1ccc(S(=O)(=O)N2CCCCCC2)cc1NS(=O)(=O)c1cc(C(=O)O)cc(C)c1C | 5%
O=S(=O)(Nc1ccc(NS(=O)(=O)c2ccccc2)c2ccccc12)c1ccccc1 | 7%
Cc1ccc(S(=O)(=O)/N=C2\C=C(NS(=O)(=O)c3ccc(C)cc3)C(=O)c3ccccc32)cc1 | 20%
CC(C(=O)Nc1ccc2c(c1)OCO2)N1CCC(N2CCCCC2)CC1 (centres undefined) | 26%
COc1cc2cc(CCCOC(=O)c3ccc(C(F)(F)F)cc3)oc(=O)c2cc1OC | 3%
O=C(CCCC(=O)NN=Cc1cccc(O)c1)NN=Cc1cccc(O)c1 | -4%
C[C@H]1CCCCO[C@H](CN(C)Cc2ccncc2)[C@@H](C)CN([C@@H](C)CO)C(=O)c2cc(NS(=O)(=O)c3ccccc3)ccc2O1 | 13%
CCCCOc1ccc(C(=O)NCC(=O)NCC(c2ccc(OC)cc2)N2CCOCC2)cc1 (centres undefined) | 8%
CN(C)c1nn2c(-c3ccccc3)nnc2o1 | -6%
C[C@@H]1CN([C@H](C)CO)C(=O)c2cc(Br)cnc2O[C@H]1CN(C)C(=O)c1ccccc1 | 9%
CCCCCc1c2c(cc(O)c1C(=O)O)OC(=O)c1cc(C(=O)CCCC)c(OC)cc1O2 | 8%
O=C(CN1C(=O)NC2(CCCc3ccccc32)C1=O)c1ccc(F)c(F)c1 (centres undefined) | 1%
Cc1ccc(S(=O)(=O)N2C[C@H]3C(=O)C[C@@H](c4ccccc4)N(S(=O)(=O)c4ccc(C)cc4)[C@H]3C[C@H]2c2cccc(Cl)c2)cc1 | 10%
CCN(C(=O)COC(=O)/C(=C/c1ccccc1)NC(C)=O)c1c(N)n(Cc2ccccc2)c(=O)[nH]c1=O | 3%
Cc1cc(C)n2nc(SC(C)C(=O)N3CCCC3)nc2n1 (centres undefined) | 0%
Cc1ccc2ccc(C#N)cc2c1O | 31%
Cc1ccc(S(=O)(=O)N2CCCCC2)cc1C(=O)N1CCN(CCO)CC1 | 3%
O=C(CNc1cccc(S(=O)(=O)N2CCCCC2)c1)Nc1ccc(C(F)(F)F)cc1 | 5%
CC1CCCCC1NC(=O)COC(=O)CN1C(=O)c2ccccc2C1=O (centres undefined) | 4%
CCCCN1C[C@H](CO)Oc2cccc(F)c2S1(=O)=O | 5%
COc1cc(OC)c(OC)cc1CNC(=O)c1cc(S(=O)(=O)N(C)c2ccccc2OC)ccc1C | 4%
C[C@@H]1CN([C@H](C)CO)C(=O)CCCn2nncc2CO[C@@H]1CN(C)C(=O)c1cc(-c2ccccc2)on1 | 9%
O=C(CNS(=O)(=O)c1ccccc1)OCC(=O)c1c[nH]c2ccccc12 | 2%
Additional records follow:
SMILES | Rac1 GTP hydrolysis
COCCNC(=S)N(C)[C@H]1C[C@H]2c3cc(Oc4ccccc4C)ccc3CCN2C(=O)[C@H]1[C@H](C)O | 14%
COc1ccc(Cl)cc1CNC[C@H]1O[C@@H](n2ccc(N)nc2=O)[C@H](O)[C@@H]1O | 11%
CCOC(=O)N1CCC(NCCNC(=O)c2ccc(F)c(F)c2)CC1 | 3%
CC(=O)N1CCC(C(=O)Nc2cc(S(=O)(=O)N3CCCCC3)ccc2C)CC1 | -6%
c1cncc(CNc2ncnc3ccc(-c4cccnc4)cc23)c1 | 8%
Cc1c(Cl)cnc(NC(=O)COC(=O)C2CCCC2)c1Cl | 5%
Cc1ccc(C(=O)N2CC(C)CC(C)C2)cc1S(=O)(=O)N1CCCCC1 (centres undefined) | 9%
CC(C)C[C@@H](CN1CCCC1CN1C(=S)NC[C@@H]1Cc1ccc(O)cc1)N1C[C@H](Cc2ccc(O)cc2)N(CC2CCCCCC2)C1=S (some centres undefined) | 6%
COC1=C(Nc2ccccc2)C(=O)C(OC)=C(Nc2ccccc2)C1=O | -3%
O=C(Nc1ccccc1N1CCOCC1)c1cccc(S(=O)(=O)N2CCOCC2)c1 | 4%
COc1cccc(-c2nn(-c3ccc(C)cc3)cc2C(=O)N2CCN(C3CCS(=O)(=O)C3)CC2)c1 (centres undefined) | 8%
CC(C)NC(=O)Nc1cccc2c1O[C@H](CN(C)C(=O)Nc1ccc(C(F)(F)F)cc1)[C@@H](C)CN([C@H](C)CO)C2=O | 6%
O=C(Cn1ccc(NC(=O)OCc2ccccc2)nc1=O)NCc1ccc2[nH]ccc2c1 | 10%
CC(=NNC(=O)c1cccc(S(=O)(=O)N2CCCC2)c1)c1ccccc1 | -7%
Cc1ccc2c(=O)n3c(nc2c1)C(C)NC(=O)c1cccnc1-3 (centres undefined) | -1%
Cc1cc(Br)cc(Cl)c1OCC(=O)N1CCN(C(=O)c2ccco2)CC1 | 9%
O=C(O)C1CCN(Cc2oc(CO)cc(=O)c2O)C1 (centres undefined) | 5%
COc1ccc(-c2cc(=O)c3ccc(O)cc3o2)cc1 | 5%
C[C@H](NS(=O)(=O)c1ccc(F)cc1)C(=O)OCC(=O)c1c(N)n(C)c(=O)n(C)c1=O | 3%
C[C@H]1CN[C@H](CCO)/C1=C\c1ccccc1 | 11%
Nc1ncnc2c1ncn2[C@@H]1O[C@H](CNCc2ccc(OCc3ccccc3)cc2)[C@@H](O)[C@H]1O | 8%
Cn1c(=O)c2c(ncn2CC(=O)OCCCC(=O)c2ccc(Br)cc2)n(C)c1=O | -1%
O=C1C=C(c2ccc(C(=O)O)cc2)C[C@@H](c2ccc(F)cc2)C1 | -2%
CCOc1ccc(C(c2nnnn2Cc2ccccc2)N2CCN(C(=O)c3ccco3)CC2)cc1 (centres undefined) | 10%
COc1cc(OC)cc(C(=O)NCC(=O)OCC(=O)Nc2ccc(C)c(S(=O)(=O)N3CCOCC3)c2)c1 | 2%
CCCCn1c(N)c(N(CC(C)C)C(=O)C2=COCCO2)c(=O)[nH]c1=O | 5%
C[C@H](CO)N1C[C@H](C)[C@@H](CN(C)S(=O)(=O)c2ccc(Oc3ccccc3)cc2)OCc2cnnn2CCCC1=O | 14%

An excerpt from above in order of molar mass, highest first.
SMILES | Rac1 GTP hydrolysis
O=C(Cn1ccc(NC(=O)OCc2ccccc2)nc1=O)NCc1ccc2[nH]ccc2c1 | 10%
CCOC(=O)N1CCC(NCCNC(=O)c2ccc(F)c(F)c2)CC1 | 3%
COC1=C(Nc2ccccc2)C(=O)C(OC)=C(Nc2ccccc2)C1=O | -3%

Fetched by compound from the list above:
SMILES | Rac1 GTP hydrolysis
CCOc1ccc(CCN2C(=S)N([C@@H](CC(C)C)CN3CCCC3CN3C(=S)NC[C@@H]3Cc3ccc(O)cc3)C[C@@H]2Cc2ccccc2)cc1 (some centres undefined) | -2%
CCCCN1C[C@H](CO)Oc2cccc(F)c2S1(=O)=O | 5%
O=C(CCCC(=O)NN=Cc1cccc(O)c1)NN=Cc1cccc(O)c1 | -4%
